Source: PubChem BioAssay
WT yeast gro inh = growth inhibition of WT yeast, mitochondrial fusion screen; mitochondrial fusion phenotypic screen, WT strain; inhibition, % at 10 µM; 190,000 tested, 2.1% active; AID 1362; in the data active means inhibition above about 58%; tested in S. cerevisiae
Autophagy mod = autophagy modulation, high-content screen; calls only at 10 µM (by protocol); 190,000 tested, 0.98% active; MEF GFP-LC3 puncta imaging; test concentration mostly 10 µM;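 active means percentage of spot-positive cells more than 3 SD above its plate mean, without a fluorescence outlier flag or 80% toxicity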;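 further: spot-positive cell cutoff set from DMSO-treated cells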
human PMI inhibitors = human PMI inhibitors, high substrate, primary screen, biochemical, fluorescence intensity, high mannose 6-phosphate (AID 1220); recombinant PMI enzyme, coupled fluorescence intensity; higher % means a stronger effect; inhibition, % at 20 µM; hits with a dose series show IC50 in µM; 190,000 tested, 0.66% active
Yfh1-depleted yeast = mitochondrial function rescue without frataxin homolog – Friedreich's ataxia, plus single-dose screen, dose response (AID 1465); S. cerevisiae Yfh1-off respiration, WST-1 reduction, 72 h; higher fold induction means a stronger effect; one-dose fold induction at 50 µM; EC50 in µM for titrated hits; 220,000 tested, 0.074% active;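 active means fold induction of absorbance versus untreated yeast above a set limit, then at least 30% activation at any dose in follow-up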;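 further: activators that raise dye reduction in frataxin-depleted yeast; strong numbers were not always called active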
PMI inhibitors = MPI enzyme activity inhibition – biochemical, fluorescence intensity, coupled assay, primary screen (AID 1209); purified PMI enzyme, coupled fluorescence intensity; higher % means a stronger effect; 190,000 tested, 0.42% active; one-dose inhibition, % at 20 µM; IC50 in µM for titrated hits;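 further: plate controls were DMSO vehicle for no effect and wells lacking substrate for full effect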
b-catenin transl = modulators of beta-catenin nuclear translocation. HeLa beta-catenin nuclear translocation, immunofluorescence imaging. nuclear translocation activity, % at 5 µM. 190,000 tested, 0.3% active;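 active means nuclear translocation activity above 50% at 5 µM, with a well cell count of 50 or more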;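 further: per-cell ratio of nuclear to cytoplasmic median beta-catenin stain intensity; plate controls were DMSO negative control for no effect and GSK-3 inhibitor IX positive control for full effect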
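Assay system: human HeLa cells, native beta-catenin; doses: 5 µM primary, 0.02–20 µM confirmation; incubation: compound treatment 24 h, 37°C, 5% CO2; technique: fluorescence imaging of beta-catenin antibody stain plus DAPI; measure: % activation, nuclear-to-cytoplasmic median beta-catenin signal ratio per cell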
Dynein cargo inh = dynein cargo transport inhibition | AID 1381 | 220,000 tested, 0.47% active | z-score, hits read low | 3617.4 mouse cells, GR-EGFP nuclear translocation imaging; test concentration mostly 20 µM; stimulated with dexamethasone, 1 µM; hits give low values;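 active means plate z-score of nuclear minus cytoplasmic receptor signal below a set negative limit, without overly bright fluorescence or cell loss, cut at about -3.5 in these data, passing the limit was not always enough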;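 further: z-score of nuclear minus cytoplasmic ring GR-EGFP intensity difference per well; some compounds called inactive have numbers as strong as hits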
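Schedule: 48 h induction, then 1 h compound, then 30 min agonist, 37 °C. Buffer or medium: tetracycline-free induction medium containing charcoal-stripped FBS. Reagent: 1.0 µM final dexamethasone stimulus. Evaluation: nuclear versus cytoplasmic GR-EGFP signal, averaged per well. Signal: high-content fluorescence imaging after fixation.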
Ins promoter up = MIN6 insulin promoter up-regulation | MIN6 insulin promoter-GFP reporter, high-content imaging; hits give high values | z-score at 5 µM | 190,000 tested, 0.3% active | AID 1625;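 active means z-score above 3 at 5 µM with at least 500 cells counted in the well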
MT stabilizer = stabilizes microtubules in HeLa cells; HeLa tubulin immunostaining HCS, 24 h; share of cells brighter than vehicle mean+2SD; 200,000 tested, 0.83% active; AID 2205; % tubulin-high responders, % at 10 µM;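 active means plate Z-score above 3 for both tubulin-high and condensed-nucleus cell shares, with cell loss under 80%, at 10 µM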;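 further: anti alpha tubulin signal scored within the nucleus-defined area of each cell; some results filed as inactive read as strong as hits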
WT yeast gro inh mutant strain = further read-out of WT yeast gro inh, marked with its call; inhibition, %; mitochondrial fusion phenotypic screen, mutant strain inhibition
Dynein cargo inh cytoplasmic EGFP = second read-out of Dynein cargo inh, no call of its own (marks repeat the call); z-score; measured here: cytoplasmic GR-EGFP intensity; hits give high values
Dynein cargo inh nuclear GR-EGFP = second read-out of Dynein cargo inh, no call of its own (marks repeat the call); z-score; measured here: nuclear GR-EGFP intensity;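 lower value marks the stronger effect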
Dynein cargo inh cell count = further read-out of Dynein cargo inh, marked with its call; z-score; measured here: cell count per field
Ins promoter up cell count = further read-out of Ins promoter up, marked with its call; cell count; measured here: cytotoxicity, nuclei count;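 total cells summed across four imaged fields per well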
b-catenin transl cell count 5 µM = recorded beside b-catenin transl, whose call it bears; cell count; measured here: cell count, cytotoxicity flag
MT stabilizer Hoechst-high % = further read-out of MT stabilizer, marked with its call; % Hoechst-high responders; measured here: nuclear condensation Hoechst responders;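 share of cells brighter than vehicle mean plus two SD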
MT stabilizer cytotoxicity % = second read-out of MT stabilizer, no call of its own (marks repeat the call); toxicity, %; measured here: cytotoxicity by cell density;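 0% = mean cell density of plate MIN control wells and 100% = no cells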
Autophagy mod cell loss 18 h = recorded beside Autophagy mod, whose call it bears; toxicity, %; measured here: cell loss, nuclei count;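 cell loss after 18 h compound exposure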
Starred values were filed as active, the others as inactive; i = inactive; nt = not tested or not shown. Unless noted, no stated cut-off is given here; in the data, active means inhibition above about 50%; inactive means the rest. This is a random part of the collection (roughly 5% active in at least one column).

Compound	WT yeast gro inh	WT yeast gro inh mutant strain	Autophagy mod	Autophagy mod cell loss 18 h	human PMI inhibitors	Yfh1-depleted yeast	PMI inhibitors	b-catenin transl	b-catenin transl cell count 5 µM	Dynein cargo inh	Dynein cargo inh cytoplasmic EGFP	Dynein cargo inh nuclear GR-EGFP	Dynein cargo inh cell count	Ins promoter up	Ins promoter up cell count	MT stabilizer	MT stabilizer Hoechst-high %	MT stabilizer cytotoxicity %
NC1=NC(=O)C2(COC(c3cccnc3)OC2)S1 (stereo unspecified)	7	-16	i	-11	5%	i	-5%	0.0	1079	1	-0.14	0.68	-0.29	1.2	1240	4.1	2.1	11
CCn1cc(C(=O)OC)c(=O)c2ccc(C)nc21	-10	-10	i	-4	6%	i	7%	2.9	1067	0.98	-0.15	0.86	-1.4	nt	nt	3.8	2.3	11
CCS(=O)(=O)c1ccc(O)c(NC(=O)/C=C/c2ccccc2)c1	-21	14	i	0	0%	i	2%	0.2	1073	0.44	-0.21	0.16	0.089	0.13	1505	3.1	3.3	5.2
COc1ccc(Cc2nnc(SCc3c(C)noc3C)n2C2CCCCC2)cc1OC	-2	0	i	27	2%	i	-2%	-5.5	984	1.7	-0.027	0.87	-1.2	-1.4	1113	3.4	1.5	14
CC(C)c1ccc(NC(=O)C(c2ccccc2)N2CCOCC2)cc1 (stereo unspecified)	-2	-2	i	3	10%	i	10%	-2.8	1114	0.4	-0.014	0.4	-0.97	-1.2	960	5.4	1.4	5.0
S=c1nc(-c2ccccc2)n(Cc2ccco2)c2c1CCCC2	14	3	i	9	0%	i	8%	0.2	739	-0.3	-0.021	0.3	-0.78	-0.6	1389	2.0	2.0	7.8
Cc1ccc(N(CC(=O)Nc2ccc3c(c2)OCCO3)S(C)(=O)=O)cc1	-2	14	i	28	-4%	i	-4%	1.5	991	-0.59	-0.34	-0.027	1	0.9	1409	1.3	1.3	3.7
N/C(=N\OC(=O)c1ccco1)c1ccc(Br)cc1	-7	9	i	-2	6%	i	5%	-0.9	850	-0.31	-0.2	-0.037	-0.48	-0.19	1292	2.0	1.4	3.6
O=C(NCCCN1CCCC1)c1cc2c(Cl)nc3ccccc3c2s1	15	7	i	37	4%	i	-6%	3.7	1048	-1	-0.059	-0.36	0.77	-0.89	1409	3.1	2.6	3.2
CCN1C(=O)/C(=C/c2cnn(C)c2C)SC1=S	27	25	i	3	7%	i	8%	1.0	1048	-0.37	0.19	0.49	0.94	-0.34	895	1.5	1.0	5.1
C[C@@H]1CCC[C@]2(O[C@H](CCO)C[C@H](O)[C@H]2O)O1	nt	nt	nt	nt	nt	i	nt	-0.8	1398	0.89	-0.8	0.75	-0.54	-0.37	685	nt	nt	nt
O=C(NC1CCN(C(=S)NCc2ccco2)CC1)NC12CC3CC(CC(C3)C1)C2	-9	-11	i	-29	7%	i	7%	-3.1	1018	-0.98	0.16	0.058	1	0.06	1436	2.3	1.5	7.9
COc1ccc(-c2n[nH]c(C)c2-c2cnn(-c3ccccc3)c2)c(O)c1C	44	15	i	-30	9%	i	3%	-2.8	1058	-1.1	-0.18	0.24	0.6	0.28	1323	2.6	1.3	5.8
O=S(=O)(Nc1ccccn1)c1cccc(S(=O)(=O)c2ccc(Cl)cc2)c1	-8	0	i	1	2%	i	2%	-2.2	765	-1.8	1.6	-0.57	0.3	nt	nt	4.2	1.2	5.3
O=C(COC(=O)CCCc1c[nH]c2ccccc12)Nc1ccc2c(c1)OCO2	25	18	i	-12	1%	i	-2%	2.8	1140	-0.63	-0.19	0.034	0.11	0.83	1038	4.7	2.5	9.4
S=c1[nH]nc(-c2ccccn2)n1/N=C/c1cccc(Cl)c1	-10	-19	i	-3	-4%	i	6%	-0.6	1120	-0.23	-0.26	-0.023	-0.29	-0.06	1232	4.1	2.6	7.2
CCOc1ccc(NCc2ccccc2OCc2cccc(F)c2)cc1	-4	11	i	6	-15%	i	-3%	-1.4	1085	-0.36	-0.28	-0.51	0.3	-0.28	1513	3.6	2.0	2.5
C/C(=N/NC(=O)c1cccs1)c1ccc(N2CCOCC2)cc1	0	17	i	10	-12%	i	-8%	nt	nt	-0.53	-0.35	-0.37	0.6	-0.11	1238	3.1	2.7	0.4
O=[N+]([O-])c1ccc(N=NN(CCO)CCO)cc1	1	-2	i	-4	6%	i	1%	0.7	934	-0.39	-0.33	-0.58	0.59	-0.22	1202	3.6	3.3	6.3
OC(COc1ccc2c(c1)OCO2)CN1CCN(c2ccccc2)CC1 (stereo unspecified)	6	-18	i	16	-9%	i	-21%	1.3	1049	-0.17	-0.16	-0.14	0.034	-0.05	1271	1.6	1.1	0.9
CCOc1cc2[nH]c(=S)n(CC3CCCO3)c(=O)c2cc1OCC (stereo unspecified)	4	2	i	-5	25%	i	20%	-0.8	1030	-0.24	-0.2	0.46	-0.63	-0.5	1520	1.7	2.1	7.6
COc1ccc(CCNC(=O)C2CCN(c3ccc(N4CCOCC4)nn3)CC2)c(OC)c1	14	-1	i	7	0%	i	1%	nt	nt	-0.77	-0.23	-0.45	0.36	-1.8	799	1.5	3.3	6.8
CCOC(=O)N/N=C\c1ccc(-c2cc(Cl)ccc2Cl)o1	10	8	i	18	21%	i	19%	0.2	1471	0.19	-0.19	0.2	0.75	0.95	1307	6.2	4.5	3.9
COc1ccccc1CNC(=O)CCC(=O)Nc1nnc(C(C)C)s1	-40	-32	i	-2	-6%	i	-12%	nt	nt	0.49	-0.099	0.4	-0.32	-0.4	984	0.8	1.6	8.5
CCc1cccc(Nc2c3c(nc4ncnn24)CCC3)c1	12	15	i	-7	2%	i	8%	4.3	829	0.49	-0.056	0.68	-0.61	-1.6	1521	7.8	2.9	13
Cc1ccccc1NC(=O)COC(=O)/C=C/c1cn(-c2ccccc2)nc1-c1cccnc1	9	20	i	-3	29%	i	10%	nt	nt	-0.41	-0.29	-0.55	0.0087	1.5	1193	5.7	3.2	10
Cc1nc(C(F)(F)F)ccc1C(=O)Nc1ccc(C(F)(F)F)cn1	nt	nt	nt	nt	nt	i	nt	-4.0	1190	-0.32	-0.25	-0.28	0.31	0.94	1397	nt	nt	nt
CC1(C)COCN1S(=O)(=O)c1ccc(C(=O)Nc2nnc(-c3ccc(Cl)s3)o2)cc1	4	-25	i	3	-26%	nt	-21%	3.5	780	2.4	-0.21	1.3	-0.071	-3.5	640	2.3	3.2	2.3
O=C(CS(=O)(=O)c1ccccc1)Nc1nc2ccccc2s1	-3	8	i	16	-26%	i	-31%	-0.2	1497	0.12	-0.23	0.29	0.12	1.1	1502	2.5	3.2	6.3
COc1cc(C2C3=C(CC(C)(C)CC3=O)N(C)C(=O)N2C)cc(OC)c1OC (stereo unspecified)	3	-1	i	-5	13%	i	-1%	-10	1050	-0.4	-0.36	-0.17	0.66	-0.07	1139	3.1	3.0	12
Nc1ccccc1NC1=CC(=O)CC(c2ccccc2)C1 (stereo unspecified)	-13	-3	i	4	6%	i	-4%	nt	nt	-1.1	-0.24	-0.72	1.2	-0.14	1130	1.1	2.0	12
O=C(O)c1ccc(Cn2nnc3sc4c(c3c2=O)CCCC4)cc1	1	-5	i	14	9%	i	-4%	-1.3	1120	-0.49	-0.32	-0.3	0.63	nt	nt	2.4	2.6	7.9
Cc1ccc(NC(=O)c2cccc(OCc3c(C)noc3C)c2)cc1	-6	-22	i	-4	-10%	i	-10%	nt	nt	-0.087	0.029	0.18	0.58	-0.02	886	0.7	1.3	5.8
CCOC(=O)c1c(C)[nH]c(N=Nc2cc(C(=O)O)cc(C(=O)O)c2)c1C	nt	nt	nt	nt	nt	i	nt	-0.3	1373	0.22	-0.23	0.93	-0.43	0.51	1088	nt	nt	nt
Cc1ccccc1N1C(=O)C(Cl)=C(N2CCCCCC2)C1=O	39	27	i	2	16%	i	16%	-5.3	1079	-0.43	-0.19	-0.36	0.61	0.24	1277	1.6	1.2	6.8
Cc1nc(SCC(=O)c2ccccc2)n[nH]1	6	1	i	3	51%*	i	66%*	-0.6	774	-0.23	-0.19	-0.23	0.43	0.53	1298	2.8	1.0	1.9
CCc1nc(N)c(C#N)c(-c2ccc(O)c(OC)c2)c1C	-22	-60	i	61	-2%	i	-6%	-1.0	1096	-0.81	-0.13	-0.26	0.46	-1.1	1254	5.6	4.3	0.0
Brc1cc(Br)c2ncnc(N3CCCCC3)c2c1	14	24	i	3	0%	i	-1%	6.7	675	-0.54	-0.26	-0.27	0.36	0.52	1089	44	1.5	25
CC(C)(C)SCCNC(=O)CN1C(=O)c2ccccc2S1(=O)=O	11	7	nt	nt	11%	i	10%	-1.3	1097	-0.59	-0.16	-0.034	0.35	0.42	1466	3.2	2.0	6.6
COC(=O)C(NS(=O)(=O)c1ccccc1Cl)c1ccccc1 (stereo unspecified)	-12	-2	i	36	-4%	i	1%	0.3	1496	0.29	-0.14	0.47	-0.57	-0.21	1380	5.2	1.3	6.1
